Screening data (PubChem BioAssay)
GSK3beta inhib: inhibitors of human GSK3beta kinase | GST-GSK3beta kinase, ADP-Glo luminescence, 60 min; stronger effect = lower value | activity score (negative = inhibition), % at 10 µM | 0.038% of 300,000 active | AID 2097;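 active = more than half of replicate wells score below -50%, meaning over 50% inhibition versus plate controls; inconclusive = some replicates but at most half score below -50%; inactive = no replicate scores below -50%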;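 note: 0% = median DMSO wells and -100% = median GW8510 positive control wells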
Target sequence (P49841 whole entry, looked up): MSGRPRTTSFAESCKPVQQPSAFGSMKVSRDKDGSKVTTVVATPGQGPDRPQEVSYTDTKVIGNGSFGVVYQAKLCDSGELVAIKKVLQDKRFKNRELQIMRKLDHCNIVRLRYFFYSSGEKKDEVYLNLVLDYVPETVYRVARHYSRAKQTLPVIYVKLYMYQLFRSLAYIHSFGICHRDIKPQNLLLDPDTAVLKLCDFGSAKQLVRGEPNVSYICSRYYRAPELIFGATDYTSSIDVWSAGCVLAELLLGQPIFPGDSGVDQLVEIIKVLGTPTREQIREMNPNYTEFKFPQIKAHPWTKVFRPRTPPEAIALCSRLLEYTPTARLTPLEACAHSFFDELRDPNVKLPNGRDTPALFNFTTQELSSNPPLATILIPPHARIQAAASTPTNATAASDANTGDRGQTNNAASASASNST
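Test system: GST-fused GSK3beta enzyme, cell-free | Quantity: 1.6 ng GST-GSK3beta enzyme per well | Reagent: 25 µM ATP with peptide substrate | Schedule: 60 min enzyme reaction, room temperature | Signal: Luminescent ADP-Glo measurement of ADP formed | Read-out basis: Score relative to plate controls | Control set: DMSO and 20 µM GW8510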
PolyA inh: yeast polyadenylation inhibition. S. cerevisiae SKY197-pL101 polyadenylation reporter, beta-gal luminescence; efflux-impaired pdr1/pdr3 knockout yeast; score 100 = 6 SD above DMSO. calls only at 12 µM. 0.02% of 300,000 active. AID 1875;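 active = lowest replicate activity score at least 50, where 100 means six control SD above control mean; inconclusive = lowest score under 50 but half or more replicates reach 50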;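 note: yeast exposed to compound for 9 h at 30 °C; higher score means more reporter readthrough which indicates perturbed polyadenylation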
HSF1 inhib: HSF1 inhibition | 0.77% of 300,000 active | activity change, negative = inhibition, % at 7.5 µM (by protocol) | NIH3T3-HGL HSE-luciferase, MG132-induced, luminescence 8 h; stronger effect = lower value;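 active = more than half of replicate wells show activity change below -50%, luminescence cut by over half; inconclusive = some wells, but at most half, below -50%; inactive = no replicate well below -50%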;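 note: luciferase reports HSF-1 transcriptional activity via heat shock element; 0% = median of DMSO wells and -100% = zero luminescence signal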
HSP90 refold inh: HSP90 refolding inhibition in rabbit reticulocyte lysate; inhibition, % at 5.6 µM; luciferase refolding luminescence, 3 h; AID 1789; 0.91% of 290,000 active;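 active = inhibition above the screen-wide mean plus 3 SD, computed separately per campaign, cut at about 16% in these data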;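 note: 0% = DMSO wells and 100% = 60 µM geldanamycin wells; inhibitors lower the luminescence because luciferase stays unfolded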
Dyrk1A ADPGlo: Dyrk1A (rat) kinase inhibition; ADP-Glo luminescence, NFATc1 peptide; Q63470; inhibition, % at 12.5 µM; 0.43% of 310,000 active; in the data active = inhibition above about 50%;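 note: plate controls were vehicle with enzyme for no effect and no enzyme for full effect; many of its hits are not listed in these tables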
GSK3 alpha inh: inhibitors of human GSK-3 alpha kinase | P49840 | ADP-Glo luminescence, 60 min | inhibition, % at 10 µM | 0.1% of 320,000 active;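 in the data active = inhibition above about 50%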;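 note: GST-tagged GSK-3 alpha with peptide substrate and 25 µM ATP; 0% = DMSO neutral wells and 100% = GW8510 positive control wells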
HDAC3 inhib: inhibitors of human histone deacetylase 3; recombinant HDAC3, fluorogenic peptide/trypsin coupled, fluorescence; inhibition, % at 8.3 µM; 0.15% of 320,000 active; AID 2718; in the data active = inhibition above about 26%, passing the limit was not always enough; inconclusive = no clear call, values can overlap the other calls
Target sequence (O15379 whole entry, looked up): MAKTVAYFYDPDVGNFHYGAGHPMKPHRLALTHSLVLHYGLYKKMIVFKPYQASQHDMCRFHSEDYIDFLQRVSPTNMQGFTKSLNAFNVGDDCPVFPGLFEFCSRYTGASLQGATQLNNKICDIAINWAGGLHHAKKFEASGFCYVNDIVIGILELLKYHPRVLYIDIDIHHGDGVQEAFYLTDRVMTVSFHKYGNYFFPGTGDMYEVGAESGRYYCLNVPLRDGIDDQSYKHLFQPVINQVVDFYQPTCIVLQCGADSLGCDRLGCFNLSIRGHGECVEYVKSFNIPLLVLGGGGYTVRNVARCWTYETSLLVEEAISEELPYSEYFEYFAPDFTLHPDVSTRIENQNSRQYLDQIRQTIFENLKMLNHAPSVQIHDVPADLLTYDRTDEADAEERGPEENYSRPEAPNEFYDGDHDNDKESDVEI
Platelet DG rel: modulates dense granule release in human platelets. human platelet-rich plasma, SFLLRN dense granule ATP release, luminescence. inhibition, %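 (compounds screened at 7.5 µM in platelet-rich plasma)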. 0.22% of 300,000 active;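 active = mean replicate score, as percent of positive control, at or above 50; inconclusive = mean below 50 but at least one replicate at or above 50; inactive = mean and every replicate below 50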
HSF-1 act: increases HSF-1 driven luciferase reporter signal; activation, % at 9 µM; AID 504408; 1.7% of 300,000 active; NIH3T3-HGL HSF-1 luciferase reporter, MG132, 8 h; 100% = twice DMSO control signal;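 active = mean replicate activation of at least 50% with a set share of replicates each reaching 50%; inconclusive = only one of those two conditions met; inactive = mean below 50% and too few replicates reaching it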;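 note: 0% = median of the neutral control wells and 100% = twice that signal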
AI-2 QS mod: Vibrio harveyi AI-2 quorum sensing modulation; Vibrio harveyi JMH597 AI-2 luminescence/OD600 ratio, 9 h; stronger effect = lower value; strain lacks LuxN and CqsS sensors; 0 = neutral-control median; activity change, % at 7.5 µM; 0.4% of 300,000 active; AID 2094; in the data active = activity change below about -75%, passing the limit was not always enough; inconclusive = no clear call, values can overlap the other calls;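 note: luminescence divided by OD600 gain over 9 h not by final OD600 alone; inactives centre near 13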
Starred values were filed as active, the others as inactive; i = inactive; u = inconclusive; x = not tested or not shown. A portion of the library (hit frequency here may not be typical).

GSK3beta inhib	PolyA inh	HSF1 inhib	HSP90 refold inh	Dyrk1A ADPGlo	GSK3 alpha inh	HDAC3 inhib	Platelet DG rel	HSF-1 act	AI-2 QS mod	SMILES
0	i	5	3	1	1	4	3	6	5	CN1CCNC(=O)C1CC(=O)NCC1(c2ccccc2)CCCCC1 (stereo not drawn)
-1	i	-5	1	-2	-1	x	1	-4	28	Cc1cn(S(=O)(=O)c2ccc(Br)cc2)cn1
0	i	-1	-3	5	3	3	-8	-15	10	O=C1CC(=O)Nc2cc(S(=O)(=O)N3CCOc4ccccc43)ccc2N1
4	i	-3	-1	-3	-1	-1	9	-1	-2	CCOP(=O)(OCC)C(Nc1ccccc1)c1cc(OC)ccc1OC (stereo not drawn)
1	i	-12	-3	-5	-1	1	-15	-4	12	O=C(NS(=O)(=O)c1ccccc1[N+](=O)[O-])c1ccccc1
0	i	2	-2	-12	2	-5	7	18	35	N#Cc1c(SC(C(=O)O)c2ccccc2)nc2c(c1-c1cccs1)CCCC2 (stereo not drawn)
1	i	-4	-4	10	-1	-2	-9	-17	13	O=C1N(CCCl)c2ccc(Br)cc2C12OCCO2
2	i	3	0	-3	-5	1	7	-6	28	CC(C)CCN(C(=O)Cc1ccc(Cl)c(Cl)c1)c1c(N)n(Cc2ccccc2)c(=O)[nH]c1=O
0	i	-1	x	0	x	x	8	-1	31	CCCN(C(=O)COC(=O)COc1c(C)cccc1C)c1c(N)n(Cc2ccccc2)c(=O)[nH]c1=O
-2	i	3	-1	0	-1	9	0	8	13	CCN(CC)S(=O)(=O)c1ccc(O)c(C(=O)OCC(=O)N2c3ccccc3CC2C)c1 (stereo not drawn)
-3	i	-54*	54*	-17	-3	3	8	-60	8	Cc1ccc(-c2nnc(SCC(=O)Nc3ccccc3F)o2)cc1
-3	i	-4	-3	1	-2	-258	-1	6	6	Cc1c(CC(=O)NCC(=O)N[C@H](Cc2ccccc2)C(=O)O)c(=O)oc2cc(O)ccc12
-2	i	-2	x	0	-2	-9	3	-1	14	CCOc1ccc(OCCC(=O)OCC(=O)N2CCN(c3ccc(OC)cc3)CC2)cc1
0	i	4	-5	-2	-1	4	-5	13	21	Cc1ccccc1NC(=O)c1ccc(S(=O)(=O)C(F)F)cc1
-2	i	22	1	9	-3	-1	-4	18	54	[O-]/C(=C(\C(=S)Nc1ccc(Cl)cc1)[n+]1ccccc1)c1ccc(OC(F)F)cc1
3	i	13	5	2	-2	15	10	31	6	COc1cc(/C=C2\SC(=S)N(CCC(=O)Nc3ccccn3)C2=O)cc(OC)c1OC
x	x	x	5	3	0	u	x	x	x	CCc1cc2cc(C)cc(C)c2nc1SCC(=O)N1CCN(C(=O)c2ccco2)CC1
-1	i	-2	2	-2	2	0	-7	2	-1	O=C(NCCN1CCOCC1)C(=O)NCc1ccco1
1	i	-20	6	-3	1	-9	-5	-13	15	COc1cccc(/C=N/NC(=O)CSc2cccc3cccnc23)c1
2	i	0	2	17	0	x	26	2	11	CCCCN(CC)CCNC(=O)c1cc2c(C)nc3ccccc3c2o1
0	i	-1	8	-9	-2	x	-6	7	-5	CCOc1cccc2sc(N(CCCN(C)C)C(=O)c3ccc(S(=O)(=O)N(CC)Cc4ccccc4)cc3)nc12
1	i	-2	2	0	-1	2	-12	4	30	Cc1cccc(C(=O)NC(=S)N2CCN(C(=S)NC(=O)c3cccc(C)c3)CC2)c1
0	i	8	-1	-5	-2	8	0	13	-14	Cc1ccc(CN(C)C(=O)CCc2c[nH]c3ccccc23)o1
4	i	0	-3	1	4	1	7	-15	35	O=C(O)c1ccc(CNC(=O)c2ccccc2NC(=O)c2cccc([N+](=O)[O-])c2)cc1
1	i	-10	-2	-4	-1	8	1	-2	4	CCCOc1cc(C)c(S(=O)(=O)NCCOC)cc1C
0	i	17	1	-4	-2	-1	-8	23	16	Cc1ccc2c(c1)C(c1ccncc1)=NNC(c1ccc(F)cc1)=N2
-3	i	2	4	0	15	1	6	-8	25	COCCCn1cc(C(=O)c2cc(OC)ccc2OCC(=O)Nc2cc(C)on2)cc(C#N)c1=O
0	i	-5	0	x	0	-7	-3	9	21	Nc1nc2c(Cl)ccc(Cl)c2s1
3	i	-4	-1	-2	-2	0	-12	9	-1	COc1cc(NC2c3ncccc3C(=O)N2Cc2ccco2)cc(OC)c1OC (stereo not drawn)
1	i	2	5	2	1	-1	11	-12	x	COc1ccccc1CN1CC(C(=O)NCc2ccc(C)c(F)c2)CCC1=O (stereo not drawn)
-4	i	-10	-1	0	-1	-7	2	-15	5	CCCn1nnnc1SCC(=O)N1CCOCC1
-4	i	0	3	-3	-1	3	1	4	-25	CCCCc1nc2cc(C(=O)N3CCCCC3CCO)ccc2o1 (stereo not drawn)
-2	i	5	-2	0	0	10	4	12	15	O=C(Nc1ccncc1)c1ccc(-c2ccccc2)cc1
2	i	11	-1	-2	-2	-2	3	7	33	CC(c1ccccc1)c1nnc(NC(=O)Nc2ccccc2F)s1 (stereo not drawn)
-8	i	-2	-2	-3	-1	6	2	26	-1	Cc1ccc(N2C(=O)Nc3ccccc3S2(=O)=O)cc1Cl
3	i	-5	-8	x	-3	2	1	10	32	O=C(C1CCC(Cn2c(=S)[nH]c3ccccc3c2=O)CC1)N1CCN(c2ccccn2)CC1 (stereo not drawn)
2	i	-5	-3	-1	3	0	-1	-15	-4	COc1ccc(-c2noc(CCCC(=O)NC3CCCC3)n2)cc1OC
2	i	6	0	-1	-3	-7	0	10	9	CCOC(=O)C(=N/O)/C(C)=N/NC(C)=O
5	i	1	-2	-13	-1	1	-5	2	3	COc1ccc(CN2CCCCC2C(=O)Nc2ccc(OC)c(OC)c2)cc1OC (stereo not drawn)
1	i	-3	2	6	-1	1	-11	-20	-15	NS(=O)(=O)c1ccc(CCNC(=O)c2cc3ccccc3s2)cc1
3	i	5	-1	-1	-3	1	-3	-2	10	COCC(=O)N(Cc1cc2ccc(C)cc2[nH]c1=O)c1cccc(C)c1
0	i	-16	5	13	-1	-1	-3	-23	17	CC1CCCN(S(=O)(=O)c2ccc(C(=O)Nc3nnc(C4CC4)o3)cc2)C1 (stereo not drawn)
1	i	8	-1	-4	-2	-4	-3	13	18	O=C(O)c1sccc1S(=O)(=O)c1ccccc1
2	i	0	3	4	-2	4	-12	12	6	Cc1nc2c(-c3ccc(F)cc3)c(C)nn2c(C)c1CCC(=O)NC(C)CCc1ccco1 (stereo not drawn)
0	i	9	4	-3	1	-8	12	27	24	CCOC(=O)N1CCC(NS(=O)(=O)c2ccccc2)CC1
-4	i	-2	-6	4	0	-1	-7	9	16	O=C(NCCN1C(=O)S/C(=C\c2ccc(OC(F)F)cc2)C1=O)[C@@H]1CCCN1C(=O)c1cccs1
0	i	2	-6	-4	4	1	1	3	23	NC(=O)CSc1oc(-c2ccco2)nc1S(=O)(=O)c1ccc(Br)cc1
1	i	-2	30*	-1	-3	-2	-7	0	18	Cc1ccc(S(=O)(=O)NCc2ccncc2)cc1C

In another format: 13 of the compounds above.
Structure | GSK3beta inhib | PolyA inh | HSF1 inhib | HSP90 refold inh | Dyrk1A ADPGlo | GSK3 alpha inh | HDAC3 inhib | Platelet DG rel | HSF-1 act | AI-2 QS mod
O=C(C1CCC(Cn2c(=S)[nH]c3ccccc3c2=O)CC1)N1CCN(c2ccccn2)CC1 (stereo not drawn) | 3 | i | -5 | -8 | x | -3 | 2 | 1 | 10 | 32
COc1ccc(-c2noc(CCCC(=O)NC3CCCC3)n2)cc1OC | 2 | i | -5 | -3 | -1 | 3 | 0 | -1 | -15 | -4
CCOC(=O)C(=N/O)/C(C)=N/NC(C)=O | 2 | i | 6 | 0 | -1 | -3 | -7 | 0 | 10 | 9
COc1ccc(CN2CCCCC2C(=O)Nc2ccc(OC)c(OC)c2)cc1OC (stereo not drawn) | 5 | i | 1 | -2 | -13 | -1 | 1 | -5 | 2 | 3
NS(=O)(=O)c1ccc(CCNC(=O)c2cc3ccccc3s2)cc1 | 1 | i | -3 | 2 | 6 | -1 | 1 | -11 | -20 | -15
COCC(=O)N(Cc1cc2ccc(C)cc2[nH]c1=O)c1cccc(C)c1 | 3 | i | 5 | -1 | -1 | -3 | 1 | -3 | -2 | 10
CC1CCCN(S(=O)(=O)c2ccc(C(=O)Nc3nnc(C4CC4)o3)cc2)C1 (stereo not drawn) | 0 | i | -16 | 5 | 13 | -1 | -1 | -3 | -23 | 17
O=C(O)c1sccc1S(=O)(=O)c1ccccc1 | 1 | i | 8 | -1 | -4 | -2 | -4 | -3 | 13 | 18
Cc1nc2c(-c3ccc(F)cc3)c(C)nn2c(C)c1CCC(=O)NC(C)CCc1ccco1 (stereo not drawn) | 2 | i | 0 | 3 | 4 | -2 | 4 | -12 | 12 | 6
CCOC(=O)N1CCC(NS(=O)(=O)c2ccccc2)CC1 | 0 | i | 9 | 4 | -3 | 1 | -8 | 12 | 27 | 24
O=C(NCCN1C(=O)S/C(=C\c2ccc(OC(F)F)cc2)C1=O)[C@@H]1CCCN1C(=O)c1cccs1 | -4 | i | -2 | -6 | 4 | 0 | -1 | -7 | 9 | 16
NC(=O)CSc1oc(-c2ccco2)nc1S(=O)(=O)c1ccc(Br)cc1 | 0 | i | 2 | -6 | -4 | 4 | 1 | 1 | 3 | 23
Cc1ccc(S(=O)(=O)NCc2ccncc2)cc1C | 1 | i | -2 | 30* | -1 | -3 | -2 | -7 | 0 | 18
